# KAT2A inh – GCN5L2 (KAT2A) acetyltransferase inhibition | Q92830 | GCN5L2 HAT assay, ThioGlo1 CoA-SH fluorescence | Potency, µM (highest dose often 58.9 µM), for inactives: at the highest dose activity change, negative = inhibition, most hits filed as inhibitors | hit rate 0.21% among 390,000
# Target sequence (Q92830 whole entry, looked up): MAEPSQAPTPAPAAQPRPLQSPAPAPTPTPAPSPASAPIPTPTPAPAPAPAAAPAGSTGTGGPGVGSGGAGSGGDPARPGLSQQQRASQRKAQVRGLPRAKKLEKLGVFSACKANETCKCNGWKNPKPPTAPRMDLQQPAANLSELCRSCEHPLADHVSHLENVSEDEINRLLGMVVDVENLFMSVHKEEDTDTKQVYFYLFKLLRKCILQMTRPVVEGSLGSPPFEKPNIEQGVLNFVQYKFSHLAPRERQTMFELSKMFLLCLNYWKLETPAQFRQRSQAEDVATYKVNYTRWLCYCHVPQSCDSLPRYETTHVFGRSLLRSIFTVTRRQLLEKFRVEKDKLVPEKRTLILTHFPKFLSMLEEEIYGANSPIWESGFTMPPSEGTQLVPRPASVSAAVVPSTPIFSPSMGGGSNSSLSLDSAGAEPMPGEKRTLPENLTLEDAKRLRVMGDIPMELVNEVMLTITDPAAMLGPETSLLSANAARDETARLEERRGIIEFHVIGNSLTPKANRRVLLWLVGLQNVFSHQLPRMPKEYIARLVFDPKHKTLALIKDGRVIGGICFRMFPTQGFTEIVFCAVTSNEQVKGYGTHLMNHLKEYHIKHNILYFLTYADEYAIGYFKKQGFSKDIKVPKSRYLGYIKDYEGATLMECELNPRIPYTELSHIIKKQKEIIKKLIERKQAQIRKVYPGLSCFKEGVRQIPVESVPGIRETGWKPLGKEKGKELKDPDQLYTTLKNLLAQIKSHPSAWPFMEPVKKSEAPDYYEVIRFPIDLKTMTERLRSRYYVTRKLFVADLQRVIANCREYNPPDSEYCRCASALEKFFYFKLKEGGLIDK
#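 Free CoA generated was detected with ThioGlo1 (50uM) fluorescence at Ex340nm/Em540nm, read immediately and after 20 min at room temperature. Enzyme, 20 nM in HEPES pH 7.5 buffer, saw compounds 15 min before adding 75uM H3(1-25) peptide and 70uM acetyl-CoA.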
# DT40 TDP1 CPT – growth inhibition of DT40 Tdp1-/-;hTDP1 cells with camptothecin (screen for TDP1 inhibitors) | chicken DT40 Tdp1-/-;hTDP1 cells + 20 nM CPT, ATP luminescence, 48 h | Potency, µM (titrated, usually from 46.2 µM), for the others: at the top dose activity change, negative = growth inhibition, hits mostly inhibitors | hit rate 12% among 420,000; also: nearly all actives have a fitted effect of over 55% in size
#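 Cell growth measured by CellTiter-Glo luminescence after a minimum 48 h, 37 C compound exposure with 20 nM CPT in Tdp1-knockout DT40 cells stably expressing hTDP1, seeded 400/well; qHTS titration format.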
# FEN1 inhibitor – inhibitors of human flap endonuclease 1; Recombinant FEN1 flap cleavage, fluorescence, 15 min; Potency, µM (titrated, usually from 114 µM), for inactives: at the top dose activity change, negative = inhibition, hits mostly inhibitors; hit rate 0.35% among 390,000; also: nearly all actives have a fitted effect of over 65% in size
#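 FEN1 at 10 nM, compound pretreatment for 15 min (room temperature), 50 nM final substrate to initiate; endpoint reads at 0 and 15 min; DMSO-only plates used as vehicle background.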
# Numbers without * were called inactive; u = inconclusive; x = not tested or not shown; & = joins results of further samples; [ ] = dose if it differs, or a comment. Calls follow the shape of the dose curve; as a rule, active = well fitted curve in the direction sought with a large enough effect; inconclusive = small, poorly fitted or top-dose-only effect, or another doubt; inactive = no such curve, though single readings can be large; an effect the other way counts as inactive or inconclusive. % is scaled to controls: 0 for no effect and ±100 for the full control effect; potency is read from the fitted curve at half-maximal effect.
SMILES,KAT2A inh,DT40 TDP1 CPT,FEN1 inhibitor
O=C(NS(=O)(=O)Oc1ccccc1F)OC[C@@H]1CCCN2CCCCC12 (stereo not given in full),0%,-4%,14%
O=C(N/N=C/c1ccc(N2CCOCC2)cc1)c1cccs1,-16%,u,-3%
CCn1c(SCC(=O)N(Cc2ccccc2)C2CCS(=O)(=O)C2)nc2ccccc2c1=O (stereo not given),-4%,-3%,0%
O=C(Oc1ccc(-c2nccc(-c3ccccn3)n2)cc1)c1cccc(C(F)(F)F)c1,-1%,-27%,-2%
Cc1csc(NC(=O)c2ccc(S(=O)(=O)N(C)c3ccccc3)cc2)n1,1%,12µM*,-17%
Cc1ccc(S(=O)(=O)c2c(N)n(CC3CCOC3)c3nc4ccccc4nc23)cc1 (stereo not given),-6%,u,-2%
COc1ccccc1C(=O)NC(=S)Nc1ccc(Cc2ccncc2)cc1,30%,u,1%
Cc1ccccc1CNC(=O)CN(c1cccc(C)c1C)S(C)(=O)=O,-2%,-27%,13%
CCC(=O)N(CCC(Cc1ccccc1)c1ccco1)Cc1ccco1 (stereo not given),1%,18µM*,-25%
COc1ccccc1NC(=O)c1sc2nc(C)cc(C)c2c1N,x,-13%,8%
Cn1nnnc1SCCCNCc1ccccc1OCc1ccccc1Cl,-6%,5.2µM*,-13%
COc1ccc(O)c(C=Nc2cc(C)on2)c1,-4%,-1%,18%
O=C(O)c1ccccc1NS(=O)(=O)c1ccc(NN=Cc2ccc(F)cc2)c([N+](=O)[O-])c1,u,3%,-23%
CCOc1ccc(NC(=O)Cc2nnc(SCC(=O)N3CCOCC3)n2C)cc1,-5%,-7%,-1%
CC1CC(C)CN(CCCCOc2ccc([N+](=O)[O-])cc2)C1 (stereo not given),0%,6%,3%
CN(C)CCNc1ncnc2c1sc1nc(N3CCOCC3)c3c(c12)CC(C)(C)SC3,u,u,-7%
CCOC(=O)c1ccccc1NC(=O)COC(=O)CN1C(=O)NC2(CCCC2)C1=O,-1%,-34%,4%
Cc1cc(C)cc(OCC(=O)N(Cc2ccc(Cl)cc2)CC2CCCO2)c1 (stereo not given),-8%,u,0%
CCOC(=O)CC1(NC(=O)C2CCC(=O)N(C3CC3)C2)CCCCC1 (stereo not given),2%,-10%,4%
COc1cc2ncnc(N3CCN(C(=O)Nc4ccc(Oc5ccccc5)cc4)CC3)c2cc1OC,x,11µM*,-1%

# The last 6 records of the section above lead into the next:
SMILES,KAT2A inh,DT40 TDP1 CPT,FEN1 inhibitor
CC1CC(C)CN(CCCCOc2ccc([N+](=O)[O-])cc2)C1 (stereo not given),0%,6%,3%
CN(C)CCNc1ncnc2c1sc1nc(N3CCOCC3)c3c(c12)CC(C)(C)SC3,u,u,-7%
CCOC(=O)c1ccccc1NC(=O)COC(=O)CN1C(=O)NC2(CCCC2)C1=O,-1%,-34%,4%
Cc1cc(C)cc(OCC(=O)N(Cc2ccc(Cl)cc2)CC2CCCO2)c1 (stereo not given),-8%,u,0%
CCOC(=O)CC1(NC(=O)C2CCC(=O)N(C3CC3)C2)CCCCC1 (stereo not given),2%,-10%,4%
COc1cc2ncnc(N3CCN(C(=O)Nc4ccc(Oc5ccccc5)cc4)CC3)c2cc1OC,x,11µM*,-1%
CCOC(=O)C1=C(N)Oc2cc(O)ccc2C1c1ccc(Br)cc1 (stereo not given),-13%,-28%,u
CC(=O)c1ccccc1OCc1ccc(S(=O)(=O)Cc2ccccc2)cc1,0%,26µM*,-6%
CCC(C)NC(=O)CSc1nnc(-c2cc(OC)c(OC)c(OC)c2)c(-c2cc(OC)c(OC)c(OC)c2)n1 (stereo not given),-7%,-13%,-2%
Nc1c(-c2ccc(Cl)cc2)cnn1-c1cccc(C(F)(F)F)c1,-11%,u,-11%
CCC1CCCCN1Cc1ccc(OC)c(C)c1C (stereo not given),-5%[0.501 µM],-16%,2%
Cc1cccc2c1-c1sc(C(=O)Nc3nccs3)cc1CO2,-13%,u,-15%
CCOc1ccccc1-c1nc(-c2ccc(NC(=O)Cc3ccccc3OC)cc2)no1,-11%,u,-15%
N#CC/C(N)=N/NC(=O)CCCNc1ncc(C(F)(F)F)cc1Cl,-1%,16%,-4%
CC(=O)Nc1ccc(SCc2csc(C)n2)cc1,-3%,-11%,-11%
Cc1cc(C(=O)N/N=C2\CCCC(C)C2)n[nH]1 (stereo not given),-6%,-7%,17%
O=[N+]([O-])c1ccc(C2CCCC/C2=N\OCc2cccc(F)c2)c([N+](=O)[O-])c1 (stereo not given),6%,u,-2%
CS(=O)(=O)N(CC(=O)Nc1cccc([N+](=O)[O-])c1)c1ccccc1,-6%,-12%,-16%
CC[C@]12c3[nH]c4cc(CCC(=O)N(C)C)ccc4c3CCN1C(=O)[C@@H](CC(=O)NC(C)(C)C)C[C@@H]2C(=O)N1CCN(C(=O)c2ccco2)CC1,-2%,-22%,-3%
Cc1ccc(C(=O)CC2(O)C(=O)N(Cc3ccccc3Cl)c3ccccc32)o1 (stereo not given),0%,u,-1%
O=C(COc1ccccc1F)NNC(=O)c1cccc(-n2cccc2)c1,-4%,-20%,29%
Cc1ccccc1C(=O)N1CCC(C(=O)N2CCCc3ccccc32)CC1,1%,u,1%
CN(Cc1nccs1)C(=O)CC1C(=O)NCCN1Cc1ccc(-c2ccccc2)cc1 (stereo not given),-6%,-28%,-6%
O=C(CSc1nnc(-c2c[nH]c3ccccc23)o1)N(Cc1ccccc1)c1ccc(F)cc1,-11%,u,-22%
Cc1cc(Cn2nc(-c3ccccc3C)cc2C(=O)O)on1,-8%,11%,-8%
COc1ccc(CCN(C)CCCC(C#N)(c2cc(OC)c(OC)c(OC)c2)C(C)C)cc1OC (stereo not given),-6%&-3%,u,-3%
O=C(COC(=O)COc1ccc(Cl)cc1Cl)NC1CCCCCC1,-5%,5%,-13%
COc1ccc(C(=O)CC(=O)C(=O)Nc2ccc(Cl)cc2)cc1,3%,u,-23%
COc1cccc(N2C(=O)C(CC(=O)Nc3cccc(F)c3)N(C(C)C)C2=O)c1 (stereo not given),7%,-22%,14%
CCOC(=O)C1CCN(C(=O)C(C)Sc2nnc3ccccn23)CC1 (stereo not given),1%,-20%,-2%
Cc1[nH]n(-c2ccccc2)c(=O)c1/C=N/c1ccccn1,29%,-28%,6%
CCN(CC)S(=O)(=O)c1ccc(N2CCOCC2)c(NC(=O)CC2OC(=O)c3ccccc32)c1 (stereo not given),-14%,-30%,2%
COc1cc(C(C)=O)ccc1OCC(=O)c1cc(C)n(C2CC2)c1C,-2%,-9%,-5%
CCC(C)NC(=O)C1CCN(S(=O)(=O)c2cccc3cccnc23)CC1 (stereo not given),-3%,1%,3%
CC(=O)N1CCN(C(C)=O)c2ccccc21,x,-6%,0%
Cc1cc(F)ccc1NC(=S)NCCc1ccccc1,-8%,u,3%
COc1cc(C(=O)N2CCC(n3cnc4cc(F)ccc43)CC2)cc(OC)c1OC,0%,-6%,-5%
Oc1ccc(N2CCN(C(=S)NCCc3ccccc3)CC2)cc1,0%,6.5µM*,-12%
Cc1ccc(C(=O)Nc2nnc(NC(=S)Nc3ccccc3)s2)cc1,-7%,u,-10%
CCCCC1(CCCC)NC(=S)N(Nc2ccc(C)cc2)C1=O,-15%,-20%,-11%
CCOC(=O)C1CCCN(CC(O)COC(c2ccccc2)c2ccccc2)C1 (stereo not given),-5%,6%,0%
O=C(NCCCN1CCOCC1)c1cc(-c2ccc(O)cc2)on1,-3%,-11%,0%
C=Cc1ccc2c(c1)N(C)C(=C)S2,-22%,16µM*,-4%
CCCN(CCC)S(=O)(=O)c1ccc(C(=O)Nc2nc(-c3ccccc3)c(C(=O)OCC)s2)cc1,-1%,u,4%
COc1ccc(-c2noc(CCC(=O)NCC3CCCO3)n2)cc1 (stereo not given),u,8%,-2%
CN(Cc1cccs1)S(=O)(=O)c1ccc(Cl)cc1F,-13%,-17%,12%

# Fetched by compound from the entries so far, 5 records:
SMILES,KAT2A inh,DT40 TDP1 CPT,FEN1 inhibitor
CC(=O)N1CCN(C(C)=O)c2ccccc21,x,-6%,0%
CN(Cc1cccs1)S(=O)(=O)c1ccc(Cl)cc1F,-13%,-17%,12%
COc1cc(C(=O)N2CCC(n3cnc4cc(F)ccc43)CC2)cc(OC)c1OC,0%,-6%,-5%
CCN(CC)S(=O)(=O)c1ccc(N2CCOCC2)c(NC(=O)CC2OC(=O)c3ccccc32)c1 (stereo not given),-14%,-30%,2%
COc1cc(C(C)=O)ccc1OCC(=O)c1cc(C)n(C2CC2)c1C,-2%,-9%,-5%

# (further entries)
SMILES,KAT2A inh,DT40 TDP1 CPT,FEN1 inhibitor
CC(C)(C)n1ncc2c(=O)n(CC(=O)c3ccccc3)cnc21,-3%,-28%,2%
CCCn1c(SCC(N)=O)nnc1-c1ccco1,0%,-16%,-2%
O=c1[nH]c2cc3c(cc2cc1C(c1nnnn1C1CCCC1)N1CCCc2ccccc21)OCCO3 (stereo not given),-2%,-1%,2%
O=C1NC(=O)/C(=C\c2ccc(OCc3cnc(Cl)s3)cc2)S1,-9%,6%,2%
CC(C)Oc1ccc(CNC(=O)Cn2c(=O)oc3ccccc32)cc1,-1%&-16%,u,2%&0%
COc1cc(-c2noc(-c3ccc(NCc4ccccc4)c([N+](=O)[O-])c3)n2)cc(OC)c1OC,-17%,u,4%
CCOc1ccc(C(C#N)N2CCOCC2)cc1OC (stereo not given),5%,6%,11%
CN(C)C(=O)CCC(=O)N1CCCCC1C(=O)Nc1ccc(Oc2ccccc2F)cc1 (stereo not given),1%,u,1%
COc1ccc(CN(C)CC(=O)NC(=O)NCc2ccccc2)cc1OC,1%,-13%,8%
Cc1cc(C)c2c(c1)cc(C)c1nnc(SCC(=O)Nc3ccc(S(=O)(=O)N4CCCCC4)cc3)n12,2%,u,-7%
Cn1ccnc1C(=O)c1cc(=O)c2ccccc2o1,-3%,u,-16%
O=C1NC(=S)S/C1=C1\Sc2ccccc2N1CCCS(=O)(=O)O,-9%,0%,2%
NS(=O)(=O)c1ccc(CCNC(=O)c2cc3ccccc3oc2=O)cc1,-17%,3%,9%
O=C(Nc1ccc2c(c1)OCCO2)C1CC(c2ccccc2Cl)=NO1 (stereo not given),8%,u,-12%
Cc1oc2c(C)c(O)ccc2c(=O)c1N1C(=O)c2ccccc2C1=O,-4%,6%,-5%
CCCCOc1ccc(N2C(=O)CC(N(CCc3ccccc3)C(=O)/C=C/C(=O)O)C2=O)cc1 (stereo not given),-6%,0%,6%
O=S(=O)(/N=C(/Nc1ccc(Cl)cc1Cl)c1ccccc1)c1cccs1,-20%,-12%,14%
Cc1ccccc1C(=O)c1cccn1CC(=O)NCc1ccc(F)cc1,-8%,-29%,-13%
Cc1ccc(C(=O)NCC(=O)N2CCC3(CC2)NCCc2[nH]cnc23)cc1C,0%,-1%,18%
CCOC(=O)C1(Cc2ccccc2Cl)CCN(C(=O)CCn2ccnc2C)CC1,u,-18%,0%

# Rewritten with two lines to a compound: three of the compounds above.
# Value order: KAT2A inh, DT40 TDP1 CPT, FEN1 inhibitor
Cc1oc2c(C)c(O)ccc2c(=O)c1N1C(=O)c2ccccc2C1=O
 : -4%, 6%, -5%
CCOC(=O)C1(Cc2ccccc2Cl)CCN(C(=O)CCn2ccnc2C)CC1
 : u, -18%, 0%
CC(C)(C)n1ncc2c(=O)n(CC(=O)c3ccccc3)cnc21
 : -3%, -28%, 2%

# (list continues)
SMILES,KAT2A inh,DT40 TDP1 CPT,FEN1 inhibitor
Cc1nc(-c2cccnc2)sc1C(N)=O,14%,2%,-4%
COc1cc(S(=O)(=O)N2CCN(Cc3cccs3)CC2)ccc1NC(C)=O,-2%,0%,1%
CCOC(=O)c1ccc(NC(=O)c2cnccn2)cc1,-6%,-7%,2%
Cc1ccc(S(=O)(=O)/N=C(/Nc2ccc3[nH]c(=O)[nH]c3c2)c2ccc(F)cc2)cc1,-1%,-4%,10%
CC1(C)C[C@@H]2C[C@@](C)(CN2C(=O)c2cc(COc3cccc(C(F)(F)F)c3)on2)C1,-6%,u,-23%
COc1ccc(C2CC(c3cccc(OC)c3)n3nc(N)nc3N2)cc1 (stereo not given),2%,2%,22%
COc1ccccc1NC(=O)c1ccc(Cl)c(S(=O)(=O)N2CCCCC2)c1,-3%,u,-10%
COc1ccc(Br)cc1/C=C/C(=O)NC(=S)Nc1ccc(Cl)c(C(=O)O)c1,0%,-10%,u
COC(=O)c1ccc(NC(=O)CSc2nnc(C(C)NC(=O)c3ccccc3Cl)n2C)cc1 (stereo not given),-1%,5%,6%

# Screening results from PubChem BioAssay.

# This is a subset (hit frequency here may not be typical).
